Compound activity: PubChem, National Center for Advancing Translational Sciences (NCATS)
GAA inhib: inhibitors of human lysosomal alpha-glucosidase; Potency, µM (titrated, usually from 76.9 µM), without a hit: at the highest dose activity change, negative = inhibition, most hits filed as inhibitors; 0.005% of 200,000 active; P10253; purified human GAA, 4-MU-alpha-glucoside fluorescence;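 note: potency is the fitted concentration of half-maximal effect; plate controls were uninhibited enzyme wells for no effect and no-enzyme background for full effect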
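AC50 values come from Hill fits of compound titrations (up to 77 uM) against 4 nM human enzyme. Substrate 4-methylumbelliferyl-alpha-D-pyranoside at 400 uM, pH 5.0 citrate buffer, 20 min room temperature; fluorescence Ex 365/Em 440 after alkaline stop.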
HTT ATP protect: protects HTT-Q103 PC12 cells, measured by ATP. PC12 HTT-Q103 induced, cytoprotection, ATP luminescence, 40 h. Potency, µM (highest dose often 56.4 µM), without a hit: cytoprotection (ATP increase), actives largely listed as activators. 0.14% of 230,000 active;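 note: potency is the fitted concentration of half-maximal effect; % of control where 0% means no effect; nearly all actives have a fitted effect of over 45% in size; toxic huntingtin expression switched on by the ecdysone agonist tebufenozide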
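ATP quantification (ATPlite) reports survival of PC12 cells in which tebufenozide, 100 nM final, switches on Htt exon 1 with 103 glutamines linked to GFP; compounds are titrated.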
GAA spleen mod: inhibits or activates alpha-glucosidase in human spleen homogenate. P10253. human spleen homogenate, 4-MU-alpha-glucoside fluorescence. Potency, µM (top dose mostly 79.9 µM), inactives show top-dose activity change, negative = inhibition, actives largely listed as inhibitors. 0.006% of 240,000 active. AID 2112;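 note: potency is the fitted concentration of half-maximal effect; 0% = enzyme with vehicle and -100% = no enzyme basal signal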
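Human spleen homogenate (1 ug) incubated with compounds and 1 mM 4-methylumbelliferyl-alpha-D-glucopyranoside in pH 5.0 citrate/phosphate buffer, 37 C, 40 min. Stopped at pH 10; 4-MU fluorescence (Ex 365/Em 440 nm); AC50 by Hill fit.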
HttQ103 aggreg: reduces HttQ103-GFP aggregates in PC12 cells; PC12 HttQ103-GFP aggregates, Acumen cytometry, 40 h; Potency, µM (highest dose often 46.1 µM), without a hit: at the highest dose activity change, negative = inhibition, actives largely listed as inhibitors; 1.1% of 220,000 active; note: potency is the fitted concentration of half-maximal effect; % is set by controls: 0 for no effect and ±100 for the full control effect; nearly all actives have a fitted effect of over 60% in size
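Inducible Q103 Huntingtin exon 1–GFP PC12 line, 1500 cells/well in phenol red free DMEM with 5% equine and 5% calf serum. Tebufenozide 100 nM induced expression; compounds titrated; aggregates quantified by cytometry.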
GAA glycogen mod: GAA glycogen-cleavage inhibition or activation. P10253. recombinant GAA, glycogen substrate, Amplex Red glucose oxidase fluorescence. Potency, µM (series often up to 76.4 µM), inactives show top-dose activity change, negative = inhibition, actives largely listed as inhibitors. 0.38% of 300,000 active. AID 2100;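 note: potency is the fitted concentration of half-maximal effect; 0% = full enzyme reaction and -100% = no-enzyme basal signal; the screen sought inhibitors and activators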
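Recombinant enzyme (4 nM final) with compounds titrated up to 77 uM and bovine liver glycogen (30 ug) in citrate pH 5.0, 0.01% Tween-20, 37 C 40 min. Released glucose detected by Amplex Red/glucose oxidase (Ex 573/Em 610); AC50 from Hill fits.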
Lamin A splicing: changes lamin A minigene splicing in HeLa cells; HeLa LMNA splicing GFP/RFP minigene ratio, 48 h; Potency, µM (doses to about 46.1 µM), inactives show top-dose ratio change, negative = inhibition, usual class: inhibitors; 0.01% of 200,000 active; active = well fitted inhibition curve with a large enough effect in the signal ratio, with a control signal flat, not every such curve was filed as active; inconclusive = small, poorly fitted or top-dose-only effect, or effect the other way, or a change in a side signal; the % refers to the signal ratio; note: potency is the fitted concentration of half-maximal effect; % is set by controls: 0 for no effect and ±100 for the full control effect
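S3 HeLa cells stably expressing lamin A-EGFP splicing minigene plus DsRed2, 600 cells/well, 48 h compound exposure at 37C. Laser-scanning cytometry; analysed as GFP (500-530 nm)/RFP (575-640 nm) total intensity ratio; 0.5% DMSO vehicle.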
CBFb RUNX1 block: blocks binding between human CBF-beta and RUNX1; Potency, µM (series often up to 59.8 µM), for inactives: at the highest dose activity, negative = inhibition, most hits filed as inhibitors; 230,000 tested, under 10 active; Q01196+Q13951; AlphaScreen CBFb-His/RUNX1-biotin binding, biochemical; note: % of control where 0% means no effect
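Compounds were screened at multiple concentrations against a preformed CBF-beta(His)/RUNX1(biotin) complex (30 nM of each) for 15 min at room temperature, followed by 90 min with nickel and streptavidin beads and AlphaScreen reading.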
* hit, by the source's call; ? = inconclusive; . = no result given; [ ] = remark or other dose. Unless noted, calls come from the whole dose curve; as a rule, active = well fitted curve in the direction sought with a large enough effect; inconclusive = small, poorly fitted or top-dose-only effect, or another doubt; inactive = no such curve, though single readings can be large; an effect the other way counts as inactive or inconclusive. Compounds as they come; about 1.5% have a hit in one of these screens.

Values run as follows: GAA spleen mod	GAA glycogen mod	GAA inhib	HTT ATP protect	HttQ103 aggreg	Lamin A splicing	CBFb RUNX1 block
[1] Cc1ccc(N2C(=O)c3ccc(C(=O)N4CCN(Cc5ccccc5)CC4)cc3C2=O)cc1
  9%	5%	.	20%[10 µM]	-19%[9.22 µM]	.	4%
[2] O=S(=O)(Nc1nc2ccccc2[nH]1)c1ccc(Cl)cc1
  -26%	-3%	-6%	-15%[10 µM]	-4%	-4%	-2%
[3] COc1ccc(C(c2sc3nc(C)nn3c2O)N2CCN(Cc3ccccc3)CC2)cc1OC (centres undefined)
  -3%	4%	5%	11%	7%	-11%	4%
[4] CC(C)[C@@H](C(=O)N1CCNCC1)n1cc(CCO)nn1
  -1%	10%	.	-2%[10 µM]	-12%[9.22 µM]	.	16%
[5] COC(=O)N1[C@H](C)C=C[C@]1(Cc1ccccc1)C(=O)NCCCNc1ncc(C(F)(F)F)cc1Cl
  -12%	.	.	3%	.	.	6%
[6] O=C(Cc1n[nH]c(=O)c2ccccc12)NC(c1ccccc1)c1ccccc1
  7%	6%	.	6%[10 µM]	-14%[9.22 µM]	.	23%
[7] COc1ccc(NC(=O)CN(C)CC(=O)Nc2ccccc2SC)cc1
  -4%	6%	1%	36%[10 µM]	11%	-1%	1%
[8] O=C1CCCN1c1ccc(S(=O)(=O)N2CCCCC2)cc1[N+](=O)[O-]
  3%	10%	-6%	-2%[10 µM]	-2%[9.22 µM]	14%[46 µM]	9%
[9] COc1ccc(CN(CCC(c2ccco2)C(C)C)C(C)=O)cc1OC (centres undefined)
  -3%	2%	-7%	15%[10 µM]	15%[9.22 µM]	.	9%
[10] CCN1C(=O)/C(=C/c2ccc(C)s2)SC1=Nc1ccc(OC)cc1
  1%	-12%	3%	-32%	-9%	?	1%
[11] COC(CNC(=O)c1cccnc1)OC
  -12%	22%	5%	27%[10 µM]	14%[9.22 µM]	21%[46 µM]	11%
[12] O=C(/C=C/c1cc2c(cc1Br)OCO2)NCc1ccc(Cl)cc1
  3%	-19%	-1%	3%	12%	14%	2%
[13] C/C=C\C=C/C(=O)Nc1cccc(C2=NOC3(C2)C[C@@H](C(N)=O)N(C(=O)C2(C)CC2)C3)c1 (some centres undefined)
  -4%	-16%	.	21%[10 µM]	32%[9.22 µM]	.	7%
[14] CCC/C(=N\NC(=O)CNC(=O)/C=C/c1ccco1)c1ccccc1
  -3%	12%	-2%	-10%[10 µM]	-15%	3%	-5%
[15] O=C(CSc1nnnn1-c1ccccc1)c1ccc(O)cc1O
  2%	-1%	.	8%[10 µM]	23%[9.22 µM]	.	0%
[16] Cc1ccc(NC(=S)Nc2ccc(S(=O)(=O)Nc3ncccn3)cc2)c(C)c1
  -2%	-7%	?	10%[10 µM]	23%[9.22 µM]	.	2%
[17] Fc1ccc(NC(=S)NCCN2CCOCC2)cc1
  -10%	-13%	?	21%[10 µM]	-5%[9.22 µM]	?	-8%
[18] O=C(O)/C=C/C(=O)NNc1ccc([N+](=O)[O-])cc1
  -16%	14µM*	8%	6%[10 µM]	12%[9.22 µM]	?	-5%
[19] O=C(CCCO)NNc1c2ccccc2nc2ccccc12
  -7%	?	.	15%[10 µM]	10%[9.22 µM]	.	4%
[20] COc1ccc(/C=C/C(=O)Nc2cc(C(F)(F)F)ccc2Cl)cc1OC
  4%	-10%	-2%	14%[10 µM]	-10%	-14%	4%

Some entries already given, showing only GAA glycogen mod:
No.	molecule	GAA glycogen mod
16	Cc1ccc(NC(=S)Nc2ccc(S(=O)(=O)Nc3ncccn3)cc2)c(C)c1	-7%
17	Fc1ccc(NC(=S)NCCN2CCOCC2)cc1	-13%
18	O=C(O)/C=C/C(=O)NNc1ccc([N+](=O)[O-])cc1	14µM*
19	O=C(CCCO)NNc1c2ccccc2nc2ccccc12	?
20	COc1ccc(/C=C/C(=O)Nc2cc(C(F)(F)F)ccc2Cl)cc1OC	-10%

(further entries)
Values run as follows: GAA spleen mod	GAA glycogen mod	GAA inhib	HTT ATP protect	HttQ103 aggreg	Lamin A splicing	CBFb RUNX1 block
[21] CCc1ccc2c(c1)cc(CN(C(=S)Nc1ccccc1C)C1CC1)c1nnnn12
  -3%	4%	4%	-12%[10 µM]	17%	-6%	5%
[22] CC1CC(C)CN(C(=O)C(C)N(C)CC(=O)Nc2ccccc2Cl)C1 (centres undefined)
  0%	-2%	1%	-21%	2%	11%[46 µM]	6%
[23] Cc1ccc(NC(=S)NNC(=S)Nc2cccc(C(F)(F)F)c2)cc1
  -7%	?	.	4%[10 µM]	-23%[9.22 µM]	.	1%
[24] O=C(CC(c1ccccc1)c1cc(Br)ccc1O)NCc1ccco1 (centres undefined)
  1%	3%	-14%	-10%	1%	-24%	4%
[25] O=C1CN(C(=O)COC(=O)CCC(=O)c2ccc3c(c2)OCCO3)c2ccccc2N1
  -1%	-5%	1%	-22%	-14%	-10%	-1%
[26] Cc1cccc(C(=O)n2c(=S)nc3ccccn32)c1
  -29%	-10%	?	-44%[10 µM]	11%	4%	3%
[27] COCCOC(=O)c1c(C)n(C)c2ccc(OC(=O)c3ccco3)cc12
  6%	-11%	0%	4%[10 µM]	9%	4%	1%
[28] COc1ccc(C(=O)NC(=S)NCCO)cc1Br
  -1%	-1%	-8%	3%	-4%	-3%	5%
[29] CSc1n[nH]c(NC(C)=O)n1
  -1%	-6%	-5%	6%	17%	-7%	-2%
[30] COc1cc(NC(=O)Nc2ccccc2)c(OC)cc1NC(=O)CN1CCCCC1
  4%	-1%	-6%	-22%[10 µM]	5%	-22%	-14%
[31] CC(C(=O)N1CCc2ccccc2C1)N1C(=O)c2ccccc2C1=O (centres undefined)
  -7%	0%	.	5%[10 µM]	-2%[9.22 µM]	.	-1%
[32] Cc1c(Cl)c([N+](=O)[O-])nn1CCCC(=O)NC1CCCCC1
  4%	4%	2%	-13%	-19%	.	2%
[33] CCC(C)NS(=O)(=O)c1ccc(NS(C)(=O)=O)cc1 (centres undefined)
  -2%	-4%	1%	2%[1.9 µM]	-18%	10%	4%
[34] Cc1c(NC(C)c2ccccc2O)c(=O)n(-c2ccccc2)n1C (centres undefined)
  -3%	28µM*	-2%	-1%	-4%	-4%	0%
[35] CCOC(=O)C(C)N1C(=O)S/C(=C/c2cc(C)n(-c3ccccn3)c2C)C1=O (centres undefined)
  -1%	0%	-14%	-91%[inhibitor]	-22%	?	-18%
[36] CCn1c(C)cs/c1=N\C(=S)Nc1ccccc1C
  -4%	-20%	-7%	?	7%	?	?
[37] O=C(CN1C(=O)c2cccc3cccc1c23)Nc1ccccc1
  0%	4%	9%	15%[10 µM]	17%	-9%[9.22 µM]	3%
[38] CCc1c(C)nc(SCC(=O)N2C(C)CCCC2C)[nH]c1=O (centres undefined)
  -11%	24%	?	-2%[10 µM]	4%[9.22 µM]	?	15%
[39] O=C1CN2NC(=S)N(c3ccc(Cl)cc3)C2=CN1c1ccc(Cl)cc1
  3%	23%	2%	26%	-1%[9.22 µM]	?	1%
[40] Cc1ccccc1-c1nnc2s/c(=C\c3ccc(N(C)C)cc3)c(=O)n12
  3%	-1%	-2%	-16%[0.074 µM]	-16%	-5%	2%
[41] COC(=O)c1c(C(=O)OC)c(-c2ccccc2)n2c1CCC2
  -5%	1%	-20%	-4%	-3%	11%	-15%
[42] Nc1nc(SCC(=O)c2c(N)n(Cc3ccccc3)c(=O)[nH]c2=O)n[nH]1
  2%	-9%	.	-13%[10 µM]	7%[9.22 µM]	.	2%
[43] CC(NC(=O)Cn1cccc1C(=O)c1ccccc1)c1ccc2c(c1)OCCO2 (centres undefined)
  -2%	-5%	1%	-32%[inhibitor]	-2%	.	3%
[44] Nc1ccc(Cl)cc1Cl
  -6%	.	.	0%	.	.	4%[21.7 µM]
[45] Cc1cc(C(F)(F)F)nn1-c1nc(-c2ccco2)cc(C(F)(F)F)n1
  -4%	7%	?	-3%	-2%	5%	5%
[46] C/C(=N\NC(=O)c1ccccn1)c1ccc(Cl)cc1
  0%	?	.	-17%[10 µM]	16%[9.22 µM]	.	-2%
[47] CNc1nc(-c2ccccn2)nnc1-c1ccccc1
  -6%	7%	5%	-46%[inhibitor][10 µM]	?	?	.
[48] CCCCc1cc(=O)oc2cc(OCc3nn[nH]n3)ccc12
  0%	7%	.	5%[10 µM]	-10%[9.22 µM]	.	1%
[49] Cc1ccc(NC(=O)c2cc3ccccc3oc2=O)cc1S(=O)(=O)N(C)C
  6%	-1%	1%	?	11%	.	9%
[50] COc1ccc(-n2nnnc2SCC(=O)Nc2nnc(C)s2)cc1
  -15%	4%	2%	-13%	0%[9.22 µM]	-5%	4%

Values in list order from the entries so far.
Entries 41–50 in GAA inhib: -20%, ., 1%, ., ?, ., 5%, ., 1%, 2%

Other records:
Values run as follows: GAA spleen mod	GAA glycogen mod	GAA inhib	HTT ATP protect	HttQ103 aggreg	Lamin A splicing	CBFb RUNX1 block
[51] N#CCSc1nc2ccc(N3CCOCC3)cc2c(=O)n1CCc1ccccc1
  -5%	-6%	-5%	-24%	?	13%	-2%
[52] O=C(CCC(=O)Nc1cccc(Cl)c1)N/N=C/c1cc([N+](=O)[O-])ccc1O
  -1%	5%	-13%	-57%[inhibitor]	-27%	?	-25%
[53] Cc1cccc(OCc2nnc(SCC(=O)NCCc3ccccc3)o2)c1
  -1%	-5%	3%	-6%	30%	-5%	1%
[54] CCCc1nc2oc3c(NCc4ccccn4)ncnc3c2c2c1COC(C)(C)C2
  0%	3%	-3%	-4%	-8%	18%	-3%
[55] COc1ccc(C(=O)NCCc2cc3ccc(C)c(C)c3[nH]c2=O)cc1OC
  -12%	-13%	?	-3%	1%	20%[9.22 µM]	1%
[56] N#Cc1ccccc1Sc1ccccc1C(=O)OCC(N)=O
  -4%	-1%	2%	-33%[inhibitor]	12%	1%[46 µM]	3%
[57] COc1ccc(N(CC(=O)NCc2ccncc2)S(=O)(=O)c2ccc(C)c([N+](=O)[O-])c2)cc1
  0%	3%	.	1%[10 µM]	-9%[9.22 µM]	.	12%

Looked up by structure from the list above (2):
Values run as follows: GAA spleen mod	GAA glycogen mod	GAA inhib	HTT ATP protect	HttQ103 aggreg	Lamin A splicing	CBFb RUNX1 block
[53] Cc1cccc(OCc2nnc(SCC(=O)NCCc3ccccc3)o2)c1
  -1%	-5%	3%	-6%	30%	-5%	1%
[56] N#Cc1ccccc1Sc1ccccc1C(=O)OCC(N)=O
  -4%	-1%	2%	-33%[inhibitor]	12%	1%[46 µM]	3%
